Screening results deposited in PubChem BioAssay by Broad Institute.
PvdQ inh: P. aeruginosa PvdQ acylase inhibitors, primary screen, biochemical, fluorescence, plate reader and imaging, single point; PvdQ acylase [Pseudomonas aeruginosa LESB58]; purified PvdQ acylase; inhibition, % at 10 µM; 340,000 tested, 0.063% active; AID 488965, 2010; in the data active = inhibition above about 30%, passing the limit was not always enough;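 also: 0% = vehicle neutral wells and 100% = reference inhibitor wells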
SR-BI uptake up: activators of SR-BI mediated DiI-HDL uptake, primary screen, ldlA[mSR-BI] CHO cells, DiI fluorescence | 3 h; 100 = double the neutral-control signal | activation, % at 12.5 µM | 320,000 tested, 0.096% active;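 active = mean replicate activation of at least 60% and every replicate at or above 60%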;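 also: 0% = median plate neutral-control signal and 100% = twice that signal; values of inactives mirror those of a sister screen read the other way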
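System: LDL receptor-deficient CHO ldlA cells overexpressing murine SR-BI | Timing: 3 h uptake period with compound, 37 °C | Medium: HEPES-buffered (25 mM, pH 7.4) F12 plus 0.5% BSA | Dosing: Single-point compound dose | Signal: Bottom-read fluorescence, 550/595 nm | Read-out: Retained DiI signal reflecting DiI-HDL uptake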
MITF act: activators of MITF-driven TRPM1 promoter reporter, primary screen, cell-based, SK-MEL-5, luciferase, single point. SK-MEL-5 TRPM1-promoter luciferase, 24 h; % of positive control, neutral wells = 0. activation, % at 12.5 µM. 300,000 tested, 0.75% active;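 active = mean activation of at least 80% with every replicate also reaching 80%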;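 also: 0% = neutral control wells and 100% = parthenolide positive control wells; values of inactives mirror those of a sister screen read the other way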
NSD2 HMT inh: NSD2 histone methyltransferase inhibitors, primary screen, biochemical, AlphaScreen, single concentration, set 2; Histone-lysine N-methyltransferase NSD2 (Homo sapiens), O96028; NSD2 peptide methylation, 120 min; inhibition, % at 12.5 µM; 310,000 tested, 0.54% active; AID 743445, 2014; in the data active = inhibition above about 50%
Rtt109 Vps75: inhibitors of C. albicans Rtt109/Vps75 HAT, primary screen, biochemical, ThioGlo CoA-SH fluorescence, plate reader. purified Rtt109/Vps75, 4 h. inhibition, % at 34.9 µM. 330,000 tested, 0.16% active. AID 540336, 2011;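 active = inhibition of at least 50% in every replicate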
CAL PDZ FP-1: CAL PDZ peptide-binding inhibitors, primary screen, biochemical, fluorescence polarization, Cer-tagged CAL PDZ, HTS; purified CAL PDZ, TMR-peptide fluorescence polarization, 1 h; inhibition, % at 20 µM; 330,000 tested, 0.02% active; Golgi-associated PDZ and coiled-coil motif-containing protein (Homo sapiens), Q9HD26; AID 504414, 2011;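 active = highest replicate inhibition of at least 40%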;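 also: plate controls were DMSO neutral control wells for no effect and unlabeled competitor peptide control wells for full effect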
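Read-out basis: mP drop reported as inhibition | Assay system: Tagged CAL PDZ protein CerCALP, purified | Benchmarks: Unlabelled peptide for full inhibition, DMSO wells as neutral | Schedule: 1 h incubation at room temperature before polarization reading | Buffer or medium: Sodium phosphate/NaCl buffer pH 7.4 with TCEP, IgG, Thesit | Doses: Single point, 20 µM | Measured by: Fluorescence polarization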
PfHsp90 yeast 2: growth inhibition of PfHsp90-expressing yeast, primary screen, antimalarial PfHsp90 inhibitor project, S. cerevisiae, BacTiter-Glo luminescence, single point, set 2; BacTiter-Glo ATP, 48 h; yeast lacking PDR1 and PDR3 efflux regulators; inhibition, % at 9.4 µM; 310,000 tested, 0.32% active; AID 504621, 2011;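 active = every replicate shows inhibition above about 80%, whatever the replicate mean, limit read from the data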;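 also: 0% = DMSO neutral controls and 100% = 20 µM radicicol positive controls; yeast relying on Plasmodium falciparum Hsp90 in place of its own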
SR-BI DiI inh: inhibitors of SR-BI mediated HDL lipid uptake, primary screen, ldlA[mSR-BI] cells, fluorescence, single point; ldlA[mSR-BI] CHO cells, DiI-HDL uptake fluorescence, 3 h; inhibition, % at 12.5 µM; 320,000 tested, 0.96% active; AID 488896, 2010;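 active = mean replicate inhibition of at least 70% and a set share of replicates each scoring 70 or more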;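 also: 0% = median of neutral control wells and 100% = median of positive control wells; values of inactives mirror those of a sister screen read the other way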
Target sequence (Q61009 whole entry, looked up): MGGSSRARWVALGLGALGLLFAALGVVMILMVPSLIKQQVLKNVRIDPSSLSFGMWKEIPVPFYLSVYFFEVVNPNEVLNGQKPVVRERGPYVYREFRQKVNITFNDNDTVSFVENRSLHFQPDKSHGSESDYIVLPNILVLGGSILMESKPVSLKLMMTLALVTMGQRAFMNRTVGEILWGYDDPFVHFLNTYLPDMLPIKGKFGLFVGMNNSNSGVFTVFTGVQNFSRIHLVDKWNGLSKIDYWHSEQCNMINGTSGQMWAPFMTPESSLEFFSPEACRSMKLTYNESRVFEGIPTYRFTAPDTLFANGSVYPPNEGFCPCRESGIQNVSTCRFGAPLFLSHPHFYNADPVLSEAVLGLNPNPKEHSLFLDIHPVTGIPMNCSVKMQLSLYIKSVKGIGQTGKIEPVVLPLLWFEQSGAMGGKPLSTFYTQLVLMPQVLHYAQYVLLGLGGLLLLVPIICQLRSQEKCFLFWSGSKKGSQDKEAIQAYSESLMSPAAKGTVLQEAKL
CAL PDZ FP-2: untagged CAL PDZ binding inhibitors, primary screen, biochemical, fluorescence polarization, HTS. purified CAL PDZ, TMR-peptide fluorescence polarization, 1 h. inhibition, % at 24.9 µM. 300,000 tested, 0.92% active. AID 602252, 2012;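 active = mean inhibition of at least 30% with at least half of replicates also reaching 30%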;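 also: 0% = DMSO neutral control and 100% = excess unlabeled competitor peptide PRC23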
dFosB act: activators of delta FosB homodimer, primary screen, biochemical, fluorescence polarization, TAMRA-CDK5 oligo, single point. purified delta FosB; percent of positive-control signal above neutral wells. AID 493131, 2011. 340,000 tested, 0.99% active. Protein FosB (Mus musculus), P13346. activation, % at 25 µM;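 active = mean activation above about 17%, with every replicate also reaching it, limit read from the data, passing the limit was not always enough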;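 also: fluorescence polarization rise as delta FosB binds a TAMRA Cdk5 AP-1 oligo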
Target sequence (P13346 whole entry, looked up): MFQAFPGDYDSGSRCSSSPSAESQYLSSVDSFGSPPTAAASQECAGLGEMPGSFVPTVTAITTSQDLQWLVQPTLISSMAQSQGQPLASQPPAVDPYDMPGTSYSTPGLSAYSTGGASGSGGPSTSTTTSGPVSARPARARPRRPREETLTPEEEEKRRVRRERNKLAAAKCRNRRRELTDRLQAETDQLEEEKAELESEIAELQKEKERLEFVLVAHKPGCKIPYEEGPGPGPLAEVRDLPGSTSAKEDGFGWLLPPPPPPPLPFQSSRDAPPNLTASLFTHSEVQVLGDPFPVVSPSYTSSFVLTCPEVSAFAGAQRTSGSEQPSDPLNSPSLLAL
* = called active by the depositor. Hits appear at their usual frequency (roughly 4.3% active in at least one column).

Start of the data: the first 2 records, to show the layout:
What do the screens show for `CCCCN(C(=O)c1ccc(NC(=O)C(C)C)cc1)c1ccccc1`?
PvdQ inh: -14; SR-BI uptake up: -42; MITF act: -5; NSD2 HMT inh: -2; Rtt109 Vps75: 0; CAL PDZ FP-1: -2.3; PfHsp90 yeast 2: 5; SR-BI DiI inh: 42; CAL PDZ FP-2: -2; dFosB act: 2

How did COc1cc(OC)c(S(=O)(=O)N2CCN(C(=O)c3ccccc3F)CC2)cc1NC(C)=O do in these assays?
PvdQ inh: 2; SR-BI uptake up: 8; MITF act: -7; NSD2 HMT inh: -2; Rtt109 Vps75: -2; CAL PDZ FP-1: -0.3; PfHsp90 yeast 2: -9; SR-BI DiI inh: -8; CAL PDZ FP-2: -4; dFosB act: 1

Main list (from the top)
What do the screens show for `CCCCN(C(=O)c1ccc(NC(=O)C(C)C)cc1)c1ccccc1`?
PvdQ inh: -14; SR-BI uptake up: -42; MITF act: -5; NSD2 HMT inh: -2; Rtt109 Vps75: 0; CAL PDZ FP-1: -2.3; PfHsp90 yeast 2: 5; SR-BI DiI inh: 42; CAL PDZ FP-2: -2; dFosB act: 2

How did COc1cc(OC)c(S(=O)(=O)N2CCN(C(=O)c3ccccc3F)CC2)cc1NC(C)=O do in these assays?
PvdQ inh: 2; SR-BI uptake up: 8; MITF act: -7; NSD2 HMT inh: -2; Rtt109 Vps75: -2; CAL PDZ FP-1: -0.3; PfHsp90 yeast 2: -9; SR-BI DiI inh: -8; CAL PDZ FP-2: -4; dFosB act: 1

What do the screens show for `COc1ccc(Cn2c(O)c(C=Nc3ccc(OC)cc3)c3ccccc3c2=O)cc1`?
PvdQ inh: 7; SR-BI uptake up: 4; MITF act: -13; NSD2 HMT inh: 3; Rtt109 Vps75: -3; CAL PDZ FP-1: 0.2; PfHsp90 yeast 2: 4; SR-BI DiI inh: -4; CAL PDZ FP-2: 3; dFosB act: 2

Results for Cc1cccc2[nH]c(SCC(=O)N3CCOCC3)nc12 ?
PvdQ inh: -13; SR-BI uptake up: 4; MITF act: -7; NSD2 HMT inh: -7; Rtt109 Vps75: -6; CAL PDZ FP-1: -2.9; PfHsp90 yeast 2: -26; SR-BI DiI inh: -4; CAL PDZ FP-2: -4; dFosB act: -2

What do the screens show for `CC(C)OC(=O)Cn1c(=O)oc2ccccc21`?
PvdQ inh: 14; MITF act: -3; Rtt109 Vps75: -3; CAL PDZ FP-1: -0.3; PfHsp90 yeast 2: 33; SR-BI DiI inh: -53; CAL PDZ FP-2: -4; dFosB act: 7

Results for CC(=O)c1cccc(S(=O)(=O)N2CCC(C(=O)Nc3cccc(C(=O)NC4CC4)c3)CC2)c1 ?
PvdQ inh: -19; SR-BI uptake up: -13; MITF act: -7; NSD2 HMT inh: 2; Rtt109 Vps75: 5; CAL PDZ FP-1: 0.6; PfHsp90 yeast 2: 8; SR-BI DiI inh: 13; CAL PDZ FP-2: 3; dFosB act: -7

What do the screens show for `COC(=O)c1nn(-c2ccc(Cl)cc2)c(=O)cc1Sc1ccccn1`?
PvdQ inh: 11; SR-BI uptake up: 6; NSD2 HMT inh: 0; Rtt109 Vps75: 15; CAL PDZ FP-1: -3.1; SR-BI DiI inh: -6; CAL PDZ FP-2: -4; dFosB act: 5

How did O=C1C=CC(=O)N1c1ccc2ccccc2c1 do in these assays?
PvdQ inh: -8; SR-BI uptake up: 5; MITF act: -23; NSD2 HMT inh: 0; Rtt109 Vps75: -9; CAL PDZ FP-1: -0.5; PfHsp90 yeast 2: 116*; SR-BI DiI inh: -5; CAL PDZ FP-2: -1; dFosB act: -10

What do the screens show for `Cc1ccc(NC(=O)COC(=O)CN2C(=O)NC3(CCCC3)C2=O)cc1Cl`?
PvdQ inh: -14; SR-BI uptake up: 12; MITF act: 7; NSD2 HMT inh: -2; Rtt109 Vps75: 3; CAL PDZ FP-1: -0.5; PfHsp90 yeast 2: 4; SR-BI DiI inh: -12; CAL PDZ FP-2: -4; dFosB act: -9

How did COc1ccc(-c2[nH]ncc2CN(C)Cc2cc(C)[nH]n2)c(F)c1 do in these assays?
PvdQ inh: 7; SR-BI uptake up: 7; MITF act: -8; Rtt109 Vps75: 3; CAL PDZ FP-1: 0.5; PfHsp90 yeast 2: -24; SR-BI DiI inh: -7; CAL PDZ FP-2: 4; dFosB act: 4

What do the screens show for `Cc1ccc(S(=O)(=O)/N=C(/Nc2nc(C)cs2)c2ccccc2)cc1`?
PvdQ inh: -5; SR-BI uptake up: 40; MITF act: 2; NSD2 HMT inh: -2; Rtt109 Vps75: 4; CAL PDZ FP-1: -1.5; PfHsp90 yeast 2: -11; SR-BI DiI inh: -40; CAL PDZ FP-2: -4; dFosB act: 0

Results for Nc1nonc1-n1nnc(C(=O)N/N=C/c2cccs2)c1CSc1ccccc1 ?
PvdQ inh: 9; SR-BI uptake up: 59; MITF act: -2; NSD2 HMT inh: -2; Rtt109 Vps75: 7; CAL PDZ FP-1: -1.4; PfHsp90 yeast 2: -12; SR-BI DiI inh: -59; CAL PDZ FP-2: -1; dFosB act: 10

Results for CCC(=O)Nc1nnc(S(=O)(=O)N2c3ccccc3CC2C)s1 (configuration not stated) ?
PvdQ inh: 2; SR-BI uptake up: -3; MITF act: 4; Rtt109 Vps75: -4; CAL PDZ FP-1: -1.0; PfHsp90 yeast 2: -6; SR-BI DiI inh: 3; dFosB act: -6

Results for Cc1cc(C)c(S(=O)(=O)N2CCN(C(=O)c3ccc(-n4cncn4)c([N+](=O)[O-])c3)CC2)c(C)c1 ?
PvdQ inh: 5; SR-BI uptake up: -32; MITF act: -7; NSD2 HMT inh: 2; Rtt109 Vps75: -6; CAL PDZ FP-1: -3.1; SR-BI DiI inh: 32; CAL PDZ FP-2: -2; dFosB act: -5

What do the screens show for `Cc1cc(C)cc(OC(=O)CCN2C(=O)C3C4C=CC(C5CC45)C3C2=O)c1` (configuration not stated)?
PvdQ inh: -12; SR-BI uptake up: 35; MITF act: 2; NSD2 HMT inh: 1; CAL PDZ FP-1: -0.9; PfHsp90 yeast 2: 6; SR-BI DiI inh: -35; CAL PDZ FP-2: -5; dFosB act: -13

What do the screens show for `O=c1c(C=NCc2ccccc2)c(NCc2ccccc2)nc2ccccn12`?
PvdQ inh: 10; SR-BI uptake up: -3; MITF act: 23; NSD2 HMT inh: -1; Rtt109 Vps75: 16; CAL PDZ FP-1: -0.9; PfHsp90 yeast 2: 6; SR-BI DiI inh: 3; dFosB act: -1

What do the screens show for `Cc1ccc(C(=O)NCC(c2ccco2)N2CCc3ccccc32)cc1C` (configuration not stated)?
PvdQ inh: -5; SR-BI uptake up: -24; MITF act: -4; NSD2 HMT inh: -4; Rtt109 Vps75: 0; CAL PDZ FP-1: 0.5; SR-BI DiI inh: 24; CAL PDZ FP-2: -2; dFosB act: -1

Results for Cc1ccc(-c2ncns2)cc1 ?
PvdQ inh: -16; SR-BI uptake up: 32; MITF act: -1; NSD2 HMT inh: -4; Rtt109 Vps75: 0; CAL PDZ FP-1: -1.3; PfHsp90 yeast 2: -26; SR-BI DiI inh: -32; CAL PDZ FP-2: 1; dFosB act: -14

Results for CC(=O)Cc1cc(O)c2ccccc2c1OC(=O)c1ccccc1 ?
PvdQ inh: 2; SR-BI uptake up: 3; MITF act: -25; NSD2 HMT inh: 5; Rtt109 Vps75: 4; CAL PDZ FP-1: 0.3; PfHsp90 yeast 2: -18; SR-BI DiI inh: -3; CAL PDZ FP-2: -1; dFosB act: -11

Results for O=C(Cc1ccccc1F)NNC(=O)c1ccncc1 ?
PvdQ inh: 14; SR-BI uptake up: 15; MITF act: 6; NSD2 HMT inh: -3; Rtt109 Vps75: 36; CAL PDZ FP-1: -2.3; PfHsp90 yeast 2: -3; SR-BI DiI inh: -15; CAL PDZ FP-2: 0; dFosB act: -6

How did O=C(O)CCC(=O)N1CCCC1 do in these assays?
PvdQ inh: -7; SR-BI uptake up: 8; MITF act: 0; Rtt109 Vps75: -6; CAL PDZ FP-1: -1.5; PfHsp90 yeast 2: 0; SR-BI DiI inh: -8; CAL PDZ FP-2: -1; dFosB act: 4

How did CC(=O)/C(=C(/O)c1ccccc1)c1nc2ccccc2[nH]1 do in these assays?
PvdQ inh: -17; SR-BI uptake up: 1; MITF act: 85*; NSD2 HMT inh: -3; Rtt109 Vps75: -3; CAL PDZ FP-1: -1.5; PfHsp90 yeast 2: 2; SR-BI DiI inh: -1; CAL PDZ FP-2: -4; dFosB act: -6

Results for COc1ccccc1CC(NC(C)=O)C(=O)NC1CCN(C(=O)c2cccc(Cl)c2)CC1 (configuration not stated) ?
PvdQ inh: -10; SR-BI uptake up: -1; MITF act: -6; NSD2 HMT inh: -4; Rtt109 Vps75: -12; CAL PDZ FP-1: -2.4; PfHsp90 yeast 2: 10; SR-BI DiI inh: 1; CAL PDZ FP-2: -3; dFosB act: -6

Three structures from above, ordered by number of heavy atoms, rising:
Results for Cc1ccc(-c2ncns2)cc1 ?
PvdQ inh: -16; SR-BI uptake up: 32; MITF act: -1; NSD2 HMT inh: -4; Rtt109 Vps75: 0; CAL PDZ FP-1: -1.3; PfHsp90 yeast 2: -26; SR-BI DiI inh: -32; CAL PDZ FP-2: 1; dFosB act: -14

What do the screens show for `Cc1ccc(C(=O)NCC(c2ccco2)N2CCc3ccccc32)cc1C` (configuration not stated)?
PvdQ inh: -5; SR-BI uptake up: -24; MITF act: -4; NSD2 HMT inh: -4; Rtt109 Vps75: 0; CAL PDZ FP-1: 0.5; SR-BI DiI inh: 24; CAL PDZ FP-2: -2; dFosB act: -1

How did COc1cc(OC)c(S(=O)(=O)N2CCN(C(=O)c3ccccc3F)CC2)cc1NC(C)=O do in these assays?
PvdQ inh: 2; SR-BI uptake up: 8; MITF act: -7; NSD2 HMT inh: -2; Rtt109 Vps75: -2; CAL PDZ FP-1: -0.3; PfHsp90 yeast 2: -9; SR-BI DiI inh: -8; CAL PDZ FP-2: -4; dFosB act: 1
